From PubChem
KOR beta-arrestin-1 – kappa opioid receptor activators – cell-based, luminescence, uHTS, primary screen (AID 1777); KOR beta-arrestin recruitment, luminescence; higher % means a stronger effect; activation, % at 10 µM, or EC50 in µM where a hit was titrated; hit rate 0.02% among 280,000; in the data active means activation above about 50%, passing the limit was not always enough; further: a part of the inactive calls stands beside numbers as strong as those of hits
LYP phosphatase – PTPN22 lymphoid phosphatase activity blockers – biochemical, fluorescence intensity, uHTS (AID 1779); recombinant LYP phosphatase, fluorescence intensity; higher % means a stronger effect; inhibition, % at 11.5 µM; hits with a dose series show IC50 in µM; hit rate 0.054% among 290,000;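 further: plate controls were vehicle with enzyme for no effect and no enzyme for full effect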
PhoP inhibition – PhoP-dependent GFP reporter repression – Salmonella Typhimurium, primary screen (AID 1863); S. Typhimurium PhoP-regulated promoter GFP reporter, 4 h; higher % means a stronger effect; inhibition, % at 50 µM, or IC50 in µM where a hit was titrated; hit rate 0.16% among 300,000;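 active means inhibition over 29.93%, a cutoff 3 SD above the screen mean, later confirmed by dose response; inconclusive means inhibition over 29.93% but no dose response follow-up; inactive means inhibition at most 29.93% or unconfirmed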;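 further: 0% = low Mg2+ inducing control and 100% = high Mg2+ repressing control; strong numbers were not always called active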
Myeloid diff MLP – promotes myeloid progenitor differentiation | calls only at 10 µM | hit rate 1% among 360,000 | ER-HoxA9 myeloid progenitors, lysozyme-GFP differentiation, flow cytometry | AID 624256;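 active means normalized GFP-positive differentiation at or above the plate's own cutoff, the solvent-only control mean plus 3 SD; inconclusive means no clear call, values can overlap the other calls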;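 further: cells exposed to compound for four days before flow analysis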
Siah-1 displacement – Siah-1 peptide-binding antagonists, primary screen, biochemical, fluorescence polarization, rhodamine-plectin, uHTS (AID 1817) | Siah-1 / rhodamine-plectin peptide fluorescence polarization; higher % means a stronger effect | one-dose displacement, % at 20 µM; IC50 in µM for titrated hits | hit rate 0.02% among 290,000;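 active means displacement of at least 50% at 20 µM, with a fluorescence ratio check between 0.3 and a set limit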;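 further: plate controls were Siah plus tracer with DMSO for no effect and tracer alone without Siah for full effect; strong numbers were not always called active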
NOD1 NF-kB reporter – NOD1 signaling inhibitors, primary screen, cell-based, luminescence, uHTS (AID 1578) | NOD1-driven NF-kB luciferase reporter cells, luminescence; higher % means a stronger effect | one-dose inhibition, % at 4 µM; EC50 in µM for titrated hits | hit rate 1% among 290,000; in the data active means inhibition mostly above about 36%, no sharp cut-off; inactive means mostly below about 34%;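 further: HEK-293T reporter cells stimulated with the NOD1 agonist gamma-tri-DAP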
HIV peptide binding – inhibitors of HIV fusion peptide binding, primary screen, biochemical, uHTS, fluorescence dequenching (AID 1986) | cell-free peptide binding, fluorescence dequenching, 30 min; higher % means a stronger effect | hit rate 0.3% among 290,000 | inhibition, % at 20 µM; hits with a dose series show IC50 in µM; in the data active means inhibition mostly above about 52%, no sharp cut-off; inactive means mostly below about 76%; further: some results filed as inactive read as strong as hits
HEK293 NOD2/NF-kB – inhibition of NOD2-driven NF-kB reporter – cell-based, luminescence, uHTS, HEK293 (AID 1566); HEK293 NOD2/NF-kB luciferase reporter, luminescence; higher % means a stronger effect; inhibition, % at 4 µM, or EC50 in µM where a hit was titrated; hit rate 0.63% among 290,000; further: many of its hits are not listed in these tables
KOR beta-arrestin-2 – kappa opioid receptor blockers – cell-based, luminescence, uHTS (AID 1778); KOR beta-arrestin recruitment, luminescence, antagonist mode; higher % means a stronger effect; inhibition, % at 10 µM, or IC50 in µM where a hit was titrated; hit rate 0.091% among 290,000; further: strong numbers were not always called active
Myeloid diff MLP GFP+ MAC1+ % – also measured in Myeloid diff MLP; calls as there; GFP+ MAC1+ double positive, %; measured here: differentiation confirmed by MAC1 staining
* hit, by the source's call; i = inactive; ? = inconclusive; · = not tested or not shown; & = joins results of further samples; [ ] = remark or other dose. Unless noted, no stated cut-off is given here; in the data, active means inhibition above about 50%; inactive means the rest. An excerpt, so the mix of outcomes need not match the whole.

SMILES	KOR beta-arrestin-1	LYP phosphatase	PhoP inhibition	Myeloid diff MLP	Myeloid diff MLP GFP+ MAC1+ %	Siah-1 displacement	NOD1 NF-kB reporter	HIV peptide binding	HEK293 NOD2/NF-kB	KOR beta-arrestin-2
Cc1nc2ccccc2c(=O)n1-c1cc(F)ccc1F	-0.9%	1.6%	-1.6%	i	0.6	8.0%	-31.1%	0.2%	7.7%	-7.5%
Cc1cc(Cl)ccc1OCC(=O)Nc1ccccc1NS(=O)(=O)c1cccs1	1.7%	-3.2%	-0.4%	i	0.4	-1.1%	5.15µM*	-1.1%	6.8µM*	21.0%
O=C(Nc1ccccc1OC(=O)N1CCCCC1)N1CCCCC1	-6.9%	-2.8%	-3.4%	i	1.7	-0.3%	-2.4%	7.7%	8.7%	8.0%
O=C(Nc1ccccc1)N1CC2CC(C1)c1cccc(=O)n1C2 (centres undefined)	0.0%	5.3%	5.4%	i	0.1	5.6%	-63.1%	1.5%	-15.1%	-21.0%
O=C1C2CCCN2C(c2ccc(Cl)c(Cl)c2)N1c1ccccn1 (centres undefined)	3.2%	-1.3%	-4.3%	i	0.6	4.3%	-25.4%	1.2%	3.4%	-4.1%
CCN1CCN(Cc2cc(Br)ccc2O)CC1	5.0%	-5.2%	8.0%	i	0.3	-0.3%	-11.1%	2.3%	-14.8%	-12.8%
CN1C(=O)C(C2c3ccccc3C(=O)N2Cc2ccccc2)C(=O)N(C)C1=O (centres undefined)	-4.5%	-7.4%	-5.7%	i	0.7	-4.7%	11.0%	-1.1%	3.2%	-54.7%
NC(=O)Cn1cc(C(=O)c2ccccc2)c2ccccc21	1.4%	-6.4%	4.6%	i	1.0	1.9%	-2.5%	0.6%	13.1%	-9.0%
CCN(CC)CCN=Cc1c(O)n(CCC2=CCCCC2)c(=O)[nH]c1=O	-1.5%	-0.3%	17.6%	i	0.9	6.2%	-9.5%	1.8%	0.9%	-13.7%
OC(CN1CC=C(c2ccccc2)CC1)c1ccccc1 (centres undefined)	2.1%	-13.6%	1.7%	?	·	3.1%	19.9%	-1.4%	-10.1%	-13.3%
CN(C)C(=O)Oc1ccc([N+](=O)[O-])cc1	-4.7%	-6.5%	-3.3%	i	0.1	2.6%	-21.5%	1.7%	2.3%	6.7%
O=C(c1ccccc1)c1cn(CC(=O)N2CCCC2)c2ccccc12	-5.0%	6.5%	20.5%	i	1.8	-2.9%	-5.8%	1.4%	-14.9%	-20.7%
Cc1ccccc1N1C(=O)NC(=O)/C(=C\c2cnn(-c3ccccc3)c2)C1=O	7.5%	-10.3%	7.2%	i	0.4	8.1%	1.7%	4.0%	9.6%	-14.3%
O=C1CNC(c2ccccc2Cl)c2cc(Br)ccc2N1 (centres undefined)	1.4%	-9.3%	3.6%	i	0.1	9.2%	-16.5%	1.6%	19.9%	3.0%
Cc1c(C)c2ccc(OCC(=O)N3C[C@H]4C[C@@H](C3)c3cccc(=O)n3C4)cc2oc1=O	1.0%	-9.0%	·	i	2.3	9.2%	-27.4%	-1.2%	7.3%	-40.7%[20 µM]
CC1=Nc2ccccc2/C1=C/c1c(O)[nH]c(=O)[nH]c1=O	0.1%	1.9%	-6.0%	i	1.3	-1.3%	-13.3%	-0.9%	4.2%	-41.9%[20 µM]
CCOP(=S)(OCC)SCC(=O)NC(C)(CC)C(=O)O (centres undefined)	-0.1%	-8.2%	7.0%	i	1.4	-0.3%	-2.9%	-1.6%	-2.6%	-49.0%
CCCCCOc1ccc(C)cc1CN(CCCl)CCCl	3.5%	-12.0%	5.8%	·	·	3.9%	1.0%	-0.1%	-15.7%	-15.1%
Cc1ccc(-c2cc(C(F)F)n3ncc(C(=O)N4CCC5(CC4)OCCO5)c3n2)cc1	3.7%	-8.9%	7.0%	i	9.1	-7.4%	-10.8%	-2.8%	5.0%	12.0%
CSc1ncc(/C=C2/C(=O)NC(=O)N(C)C2=O)cn1	-1.0%	-8.6%	3.7%	i	0.6	1.9%	-12.2%	0.3%	3.7%	-1.9%
Cc1ccc(OCC(=O)N2CCN(Cc3ccc4c(c3)OCO4)CC2)cc1C	·	-3.8%	6.5%	i	0.1	0.8%	-33.0%	-1.9%	2.1%	-39.7%[20 µM]
Cc1ccc(S(=O)(=O)/C(=C/Cl)NC(=O)c2ccccc2)cc1	2.3%	-1.6%	-0.2%	i	2.8	0.5%	6.37µM*	3.5%	14.3µM*	4.3%
COc1ccc(OCC#CCN2CCNCC2)cc1	·	-10.1%	2.7%	i	0.6	5.5%	-28.1%	1.7%	-3.5%	-20.4%[20 µM]
NCC(CC(=O)O)C1CCCCC1 (centres undefined)	0.3%	-7.6%	-1.8%	i	9.1	-1.0%	6.8%	-0.7%	8.0%	11.7%
O=C(COc1ccccc1F)N1CCN(CCN2C(=O)c3cccc4cccc(c34)C2=O)CC1	-4.3%	-2.4%	-0.5%	i	1.4	-0.5%	33.5%	-1.4%	1.8%	16.8%
CCN1c2nc3ccccn3c(=O)c2CC2(C(=O)N(C)C(=O)N(C)C2=O)C1C (centres undefined)	1.8%	2.5%	1.0%	i	1.2	5.9%	-40.6%	4.7%	-11.5%	-6.5%
Cn1cc(C(=O)Cc2ccccc2)c2ccccc21	-2.0%	-1.5%	3.5%	i	0.3	7.6%	-18.4%	1.1%	15.4%	16.9%
CCOC(=O)N(C)c1ccc(C(O)(C(=O)OCC)C(F)(F)F)cc1 (centres undefined)	-0.6%	2.7%	0.4%	i	1.1	-3.0%	-12.6%	1.6%	3.3%	11.6%
COc1cccc(N2CCN(Cc3cccc(Cl)c3)CC2)c1	4.6%	-5.6%	-1.2%	i	0.3	-0.7%	-6.5%	-1.4%	-20.7%	-16.9%
O=c1[nH]c(O)c(C=Nc2cc(F)cc(F)c2)c(=O)[nH]1	1.6%	-7.2%	-4.7%	i	0.5	-0.3%	-26.0%	14.0%	5.7%	-17.7%
CC(C)n1c(=O)c(C=Nc2cccc([N+](=O)[O-])c2)c(O)n(CCc2ccccc2)c1=O	5.0%	0.1%	7.8%	i	0.4	-1.1%	-10.8%	-3.0%	19.9%	15.9%
COc1ccc(NC(=O)N2CCC3(CC2)OCCO3)c(OC)c1	-1.9%	-7.3%	-3.7%	i	1.2	-5.3%	-15.5%	-1.3%	-0.9%	9.1%
Cc1ccc(OCCn2cccc2/C=C2/C(=O)NC(=O)N(Cc3ccco3)C2=O)cc1	5.5%	1.9%	-18.2%	i	0.7	9.1%	24.2%	23.5%	-25.3%	-25.6%
CN1CCN(c2ccc(N)cc2)CC1	1.3%	-17.0%	-1.7%	i	2.2	0.1%	0.9%	-0.6%	16.5%	-4.5%
Cc1nc2ccccc2n1C1CCN(Cc2nnnn2CCc2ccccc2)CC1	·	-4.4%	-0.4%	i	1.2	2.4%	8.1%	-1.4%	16.8%	·
Cc1ccc(N2C(=O)NC(=O)C3(Cc4ccccc4N4CCN(c5ccccc5)CC43)C2=O)cc1 (centres undefined)	-4.8%	6.7%	-0.4%	i	2.4	-2.1%	7.2%	4.9%	-78.5%	-1.2%
Cc1ccc(C(=O)NC2CC3CCCC(C2)N3Cc2ccccc2)cc1 (centres undefined)	2.2%	-0.7%	-5.3%	i	1.0	-6.5%	59.0%*	0.3%	-13.4%	8.04µM*
CCC1C2Cn3c(nc4ccccc43)C1N(C)O2 (centres undefined)	1.3%	-9.6%	2.1%	i	1.6	14.1%	-2.4%	0.0%	13.3%	6.0%
NP(=O)(Oc1ccc(Cl)cc1)Oc1ccc(Cl)cc1	-22.5%	-6.1%	3.4%	i	0.2	-3.1%	-7.3%	1.1%	-1.0%	-22.8%
CC(C)NC(=O)Cn1cc(C(=O)c2ccccc2F)c2ccccc21	6.3%	-4.4%	-2.8%	i	2.1	-2.7%	-21.4%	2.6%	-7.5%	2.2%
Cc1cc(Cl)nc(N)n1	0.0%	-8.2%	15.5%	i	0.1	7.4%	1.0%	1.6%	20.6%	-43.6%
CN(C)C(=O)OCc1n(C)cc[n+]1C	0.5%	0.0%	-2.7%	i	0.3	-6.7%	-17.8%	1.3%	-4.7%	-9.2%
Fc1ccc2c(c1)nnn2C1CCN(Cc2ccccc2)CC1	·	-6.4%	13.3%	i	1.1	3.5%	-3.3%	-0.2%	-33.3%	·
CC(=O)OCC[N+](C)(C)C	2.9%	-3.0%	7.0%&-8.2%&-8.3%&-4.6%	i	0.6&0.8&1.7	-3.5%	-27.7%	-0.2%	17.1%	-127.6%
O=c1[nH]c2ccccc2c(=O)n1-c1cccc(Cl)c1	4.8%	-6.4%	1.9%	i	1.2	2.3%	7.3%	-2.9%	9.8%	14.2%
CCOC(=O)C1=C(N)OC(C)=C(C(=O)OCCOC)C12C(=O)Nc1ccccc12 (centres undefined)	-1.6%	3.8%	11.3%	i	1.1	-0.8%	-23.1%	4.1%	0.5%	20.1%
COc1ccc(/C=C/C(=O)NC(=S)N2C[C@H]3C[C@H](C2)c2cccc(=O)n2C3)cc1OC	4.2%	-2.1%	·	i	2.6	12.3%	-28.0%	-1.6%	8.0%	-39.1%[20 µM]
Cc1nn(Cc2c(Cl)cccc2Cl)c(Cl)c1C(=O)O	-6.6%	-2.3%	5.5%	i	0.7	7.4%	-20.1%	-0.3%	4.6%	2.9%
CCN1CCN(c2ncnc3ccc(Br)cc23)CC1	4.4%	-10.3%	0.3%	i	0.3	-7.8%	84.3%	0.6%	32.0%	-47.1%
Cc1cccc(C)c1NC(=O)c1cccn(Cc2ccc3c(c2)OC(F)(F)O3)c1=O	9.6%	8.0%	5.5%	i	2.6	-1.6%	21.8%	1.6%	1.6%	0.8%
CC1(C)CN=C(Nc2ccc(F)c(F)c2)S1	10.1%	-7.1%	-4.2%	i	2.5	-0.3%	-2.5%	2.4%	17.0%	22.6%
CCC(CO)NC(=O)C1C=C2c3cccc4[nH]cc(c34)CC2N(C)C1 (centres undefined)	1.6%	-20.1%	-23.1%	i	2.1	-5.1%	-14.8%	53.1%	5.2%	-18.3%
C=CCN1C(=O)NC(=O)C(Cc2ccc(OC)c(OC)c2)C1=O (centres undefined)	-1.0%	3.4%	-4.1%	i	1.1	2.4%	5.7%	8.2%	12.3%	-49.5%
Cc1ccc(Cl)cc1-n1c(O)c(C=NCCCN2CCOCC2)c(=O)[nH]c1=O	-10.8%	-2.8%	2.6%	i	0.8	0.7%	-6.0%	3.0%	0.0%	5.9%

Another view of part of the listing above:
Below each compound – KOR beta-arrestin-1	LYP phosphatase	PhoP inhibition	Myeloid diff MLP	Myeloid diff MLP GFP+ MAC1+ %	Siah-1 displacement	NOD1 NF-kB reporter	HIV peptide binding	HEK293 NOD2/NF-kB	KOR beta-arrestin-2
CCCCCOc1ccc(C)cc1CN(CCCl)CCCl
    3.5%	-12.0%	5.8%	·	·	3.9%	1.0%	-0.1%	-15.7%	-15.1%
C=CCN1C(=O)NC(=O)C(Cc2ccc(OC)c(OC)c2)C1=O (centres undefined)
    -1.0%	3.4%	-4.1%	i	1.1	2.4%	5.7%	8.2%	12.3%	-49.5%
